# Rab2A wt mod – modulators of GTP binding to Rab2A wildtype, primary screen, biochemical, dog, bead-based flow cytometry, multiplex; Ras-related protein Rab-2A (Canis lupus familiaris), P61105; 0.19% of 190,000 active; GTP binding activity, % at 10 µM; GST-Rab2 wt beads, Bodipy-GTP binding;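 active = GTP binding activity at least 20 points away from 100%, either lowered or raised; inconclusive = signal likely due to the compound's own green fluorescence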;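 note: 0% = beads with excess unlabeled GTP and 100% = no-compound control corrected for plate trend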
# Rab7 wt GTP bind – modulators of GTP binding to Rab7, primary screen, biochemical, wildtype, multiplex bead flow cytometry. GTP binding activity (percent of control), % at 10 µM. 0.055% of 190,000 active. Rab7 GTPase wild type (dog), Bodipy-FL-GTP binding. GST-Rab7 beads, fluorescent GTP binding; actives lie on both sides; untreated = 100%, excess cold GTP = 0%;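 active = fluorescent GTP binding to Rab7 beads changed by at least 20 points from the 100% baseline, either direction, mostly lower; inconclusive = compound itself probably fluorescent, or too few beads counted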;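 note: median green fluorescence of bound Bodipy-FL-GTP per Rab7 bead population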
# Cdc42 wt GTP – modulators of GTP binding to wildtype Cdc42, primary screen, biochemical, multiplex bead flow cytometry, Bodipy-GTP. GST-Cdc42 beads; actives lie on both sides. percent activity (GTP binding), % at 10 µM. 0.2% of 190,000 active. AID 761, 2007;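 active = percent activity GTP binding at least 20 points away from the 100% baseline, either down as inhibitor or up as activator; inconclusive = compound flagged as likely green fluorescent from well-wide comparison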;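 note: median bead fluorescence of bound Bodipy-FL-GTP at 100 nM; 0% = excess unlabeled GTP control and 100% = no compound control; below 100% means less GTP binding so inhibitor and above means activator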
# Target sequence (P60953 whole entry, looked up): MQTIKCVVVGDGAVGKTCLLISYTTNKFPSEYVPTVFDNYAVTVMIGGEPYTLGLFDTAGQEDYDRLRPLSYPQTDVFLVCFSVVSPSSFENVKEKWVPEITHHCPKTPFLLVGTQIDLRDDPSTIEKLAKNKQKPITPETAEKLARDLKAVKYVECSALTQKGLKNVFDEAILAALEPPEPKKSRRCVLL
# Avidin bead fluor – green autofluorescence of compounds with avidin beads – biophysical, 488/530 nm, flow cytometry, artefact control, profiling panel. compound fluorescence 488/530 nm; active compounds read high. fluorescence (KMESF) at 10 µM. 0.38% of 220,000 active. AID 1775, 2009; in the data active = fluorescence above about 47; note: inactives centre near 10
# ABCG2 inh – ABCG2 efflux pump inhibitors, primary screen, multiplex with ABCB1, IgMXP3 cells, flow cytometry | Broad substrate specificity ATP-binding cassette transporter ABCG2 (Homo sapiens), Q9UNQ0 | JC-1 efflux | inhibition, % at 6.6 µM | 0.1% of 190,000 active;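 active = inhibition above 80%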;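 note: 0% = DMSO and 100% = nicardipine control wells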
# Target sequence (Q9UNQ0 whole entry, looked up): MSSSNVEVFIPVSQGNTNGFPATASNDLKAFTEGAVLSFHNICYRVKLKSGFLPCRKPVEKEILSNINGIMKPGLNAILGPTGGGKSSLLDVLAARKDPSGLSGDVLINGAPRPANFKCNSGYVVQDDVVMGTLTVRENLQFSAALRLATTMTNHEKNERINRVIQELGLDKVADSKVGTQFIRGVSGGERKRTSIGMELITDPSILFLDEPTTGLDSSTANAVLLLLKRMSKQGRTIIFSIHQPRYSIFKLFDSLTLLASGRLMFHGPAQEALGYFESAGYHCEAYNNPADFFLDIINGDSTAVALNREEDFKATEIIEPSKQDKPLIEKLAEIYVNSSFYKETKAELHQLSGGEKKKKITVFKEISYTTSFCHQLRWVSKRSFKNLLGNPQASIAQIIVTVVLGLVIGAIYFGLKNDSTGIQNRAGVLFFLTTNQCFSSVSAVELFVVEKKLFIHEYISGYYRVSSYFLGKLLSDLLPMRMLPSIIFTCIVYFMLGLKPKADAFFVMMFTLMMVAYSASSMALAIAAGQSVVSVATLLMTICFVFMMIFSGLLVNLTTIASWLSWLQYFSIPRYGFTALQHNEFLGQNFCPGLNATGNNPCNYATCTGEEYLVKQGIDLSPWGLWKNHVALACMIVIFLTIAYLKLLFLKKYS
#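 Incubation: cells with compound and JC-1, 10 min at 25 °C, rotating, no wash / Test system: IgMXP3 (ABCG2) plus far-red-tagged CCRF-Adr (ABCB1) cells / Compound dosing: one concentration, 6.6 µM final / Also added: JC-1 fluorescent substrate / Evaluation: efflux inhibition in percent versus controls / Detection: flow cytometry, 530 nm JC-1 signal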
# Pf gametocyte – late stage P. falciparum gametocyte viability inhibitors, primary screen, ATP luminescence, HTS; P. falciparum stage V gametocytes, 24 h; inhibition, % at 10.9 µM; 0.065% of 150,000 active;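 active = inhibition above the mean plus 3 SD of compounds within the control limits, set per campaign, cut at about 38% in these data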;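 note: 0% = DMSO wells and 100% = medium only without gametocytes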
# Rac1 wt GTP bind – wildtype Rac1 GTP binding modulators, primary screen, biochemical, GST-Rac1 beads, flow cytometry, multiplex; Ras-related C3 botulinum toxin substrate 1 (Homo sapiens), P63000; fluorescent GTP binding; actives lie on both sides; 0 = cold GTP competed, 100 = untreated; GTP binding activity (% of control), % at 10 µM; 0.27% of 190,000 active; AID 757, 2007;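 active = GTP binding activity at least 20 points away from the 100% control level, either lower or higher; inconclusive = compound flagged as likely green fluorescent, judged across all proteins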
# HRas wt GTP bind – modulators of GTP binding to HRas wildtype, primary screen, biochemical, bead-based flow cytometry, multiplex. GTPase HRas (Homo sapiens), P01112. GST-Ras wt beads, Bodipy-FL-GTP binding; actives lie on both sides. GTP binding activity, % at 10 µM. 0.14% of 190,000 active. AID 759, 2007;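 active = GTP binding activity at least 20% away from the 100% baseline, either lowered as inhibitor or raised as activator; inconclusive = flagged as likely green fluorescent, judged across all proteins in the well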;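 note: 0% = unlabeled GTP competition control and 100% = no-compound control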
# Target sequence (P01112 whole entry, looked up): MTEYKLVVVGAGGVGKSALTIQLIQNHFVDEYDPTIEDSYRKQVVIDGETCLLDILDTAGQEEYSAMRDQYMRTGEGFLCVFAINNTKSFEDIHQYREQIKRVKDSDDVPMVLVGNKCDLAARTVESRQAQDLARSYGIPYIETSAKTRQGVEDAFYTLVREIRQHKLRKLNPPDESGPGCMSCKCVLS
# Mcl1-Noxa inh – Mcl-1/Noxa binding inhibitors, primary screen, biochemical, TR-FRET, 1536-well; Induced myeloid leukemia cell differentiation protein Mcl-1 (Homo sapiens), Q07820; TR-FRET Mcl-1/Noxa peptide binding, 2 h; inhibition, % at 21.7 µM; 1.5% of 220,000 active;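 active = compounds that cut the protein-peptide binding signal by more than 50% relative to plate controls in a single-dose test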;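 note: His-tagged Mcl-1 with rhodamine Noxa BH3 peptide and terbium anti-His antibody; 0% = Mcl-1 plus Noxa peptide wells and 100% = peptide-only wells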
# ABCB1 block – ABCB1 efflux pump inhibitors, primary screen, cell-based, multiplex, flow cytometry, ABCG2 counter-screen; CCRF-Adr cells, JC-1 efflux; inhibition, % at 6.6 µM; 0.067% of 190,000 active; AID 1326, 2008; in the data active = inhibition above about 40%;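 note: 0% = vehicle and 100% = reference inhibitor; higher value means more JC-1 retained so stronger ABCB1 efflux block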
# Rac1 act GTP bind – GTP binding modulators of activated mutant Rac1, primary screen, biochemical, bead-based flow cytometry, multiplex, fluorescent GTP; Ras-related C3 botulinum toxin substrate 1 (Homo sapiens), P63000; GST-Rac1 activated beads; actives lie on both sides; 100% means binding = to untreated wells; percent activity (GTP binding), % at 10 µM; 0.11% of 190,000 active;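 active = GTP binding at least 20 percentage points away from the 100% baseline, in either direction, so actives lie on both sides; inconclusive = Compound likely fluorescent itself, or too few beads counted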
# Starred values were filed as active, the others as inactive; ? = inconclusive; . = no result given; & = joins results of further samples.
SMILES,Rab2A wt mod,Rab7 wt GTP bind,Cdc42 wt GTP,Avidin bead fluor,ABCG2 inh,Pf gametocyte,Rac1 wt GTP bind,HRas wt GTP bind,Mcl1-Noxa inh,ABCB1 block,Rac1 act GTP bind
NC(N)=N/N=C/c1ccc(Br)cc1,104,106,101,11,1,-7,103,102,25,0.2,97
CCOC(=O)c1cc2c(n(-c3ccc(Cl)cc3)c1=O)CCCC2=O,99,94,98,10,2,-24,97,98,10,-0.2,96
O=C1NC(=Nc2cccc(Cl)c2)SC1Cc1cccc(Cl)c1Cl (stereo not given),101,101,98,5,1,-5,96,98,11,-0.4,97
COc1cc2ccccc2cc1C(=O)NC(=S)Nc1nnn(C)n1,102,102,107,4,3,.,103,102,35,0.2,99
Cc1onc(-c2c(Cl)cccc2Cl)c1C(=O)N1CCc2ccccc21,104,106,107,13,4,.,105,105,7,1.3,101
COc1ccc(-c2oc(/N=C/N3CCCC3)c(C#N)c2-c2ccc(OC)cc2)cc1,99,96,105,28,9,-7,106,103,21,2.3,103
Cc1ccc(S(=O)(=O)N(CC(=O)Nc2ccc(Cl)c([N+](=O)[O-])c2)C2CCCCC2)cc1,96,94,100,11,9,-7,100,96,3,2.0,100
O=C(O)c1ccc2c(=O)n3c(nc2c1)/C(=C/c1cccc(Cl)c1Cl)CCCC3,96,98,96,16,12,.,99,98,26,-0.1,96
COc1ccc2c(=O)c(-c3ccccc3)coc2c1,98,103,97,12,7,.,98,97,15,0.2,96
CP(C)(=O)CCP(=O)(c1ccccc1)c1ccccc1,98,101,101,9,0,-6,101,99,-1,0.5,97
COc1cccc(NC(=O)C(=O)N2CCOCC2)c1,102,96,99,4,0,.,103,100,5,-0.2,98
O=C(CSc1ncnc2ccccc12)NCc1ccco1,99,98,101,35,35,.,105,100,6,1.0,98
Cc1cc(Nc2ccccc2F)n2ncnc2n1,98,99,102,25,3,.,103,100,19,0.2,95
O=C(Nc1ccc(Cl)cc1-c1nc2ccccc2s1)c1ccco1,87,93,90,42,1,.,90,92,-31,0.0,88
CCOC(=O)c1ccccc1NC(=O)CSc1nccn1C,100,95,97,22,4,.,102,99,2,-0.2,100
Cc1c(OCC(F)(F)F)ccnc1CSc1nc2ccccc2[nH]1,93,95,94,39,2,.,94,96,8,0.5,93
O=C(Cn1cnc2ccccc21)Nc1ccc(C(=O)O)cc1,100,94,99,13,0,.,97,100,2,0.4,99
CCCC(=O)Nc1ccc2c(c1)COC2=O,99,99,100,12,2,-10,100,98,-4,0.4,97
C[C@H](NC(=O)c1ccccc1Cl)C(=O)OCCOc1cccc(Cl)c1,95,94,93,25,1,26,94,93,-3,-0.1,93
CC(=O)N1CCN(c2ccc(S(=O)(=O)NCCN(C(C)C)C(C)C)cc2[N+](=O)[O-])CC1,99,99,102,6,-1,.,101,98,4,0.0,100
COc1cccc(C(=O)OCC(=O)Nc2cc(C)c(C)cc2[N+](=O)[O-])c1,97,99,96,9,9,.,97,97,-2,0.6,97
COc1ccccc1N(CC(=O)Nc1ccccc1C(=O)NC(C)C)S(C)(=O)=O,105,101,104,30,3,.,106,104,3,1.0,102
O=S(=O)(NCc1ccc(Cl)cc1)c1ccc(Cl)nc1,103,101,101,23,6,.,102,102,8,0.5,99
COc1ccc(/C=N/NC(=O)COc2cccc3cccnc23)cc1OC,92,95,97,8,2,6,95,95,6,0.4,95
COc1ccc2[nH]c(=O)c(CN(C(=O)COc3ccccc3)C(C)C)cc2c1,102,96,101,5,2,2,99,100,-12,0.3,98
CCCC(=O)Nc1ccccc1N1CCN(C(=O)c2ccccc2)CC1,100,98,103,11,3,-3,103,99,20,1.3,99
CCCCNC(=O)CCc1nc2cccnc2n1Cc1ccc(OC)cc1,98,101,97,8,2,0,98,98,1,1.1,98
C(=C\c1ccccc1)/C=N/Nc1nncc(-c2ccccc2)n1,102,103,98,7,14,6,101,100,31,0.3,101
C/C(=N\N=C1/NC(=O)C(C)S1)c1ccco1 (stereo not given),103,105,102,12,13,-16,98,101,3,1.7,97
COCCn1c(SCC(=O)NNC(=O)c2ccc(OC)c(OC)c2)nc2ccccc2c1=O,97,91,97,21,0,0,99,95,16,0.2,96
COc1ccc(C2=C(CN(C)C)C(c3ccccc3)c3ccccc3O2)cc1 (stereo not given),101&99,101&100,104&98,9&13,4&-2,3,105&99,101&98,22&5,1.5&0.9,101&100
COc1ccc(NC(=O)COc2ccc(/C=N/NC(=O)c3cccnc3)cc2OC)cc1,100,103,103,14,-5,-3,102,101,-2,0.0,98
O=c1c(Cc2ccc(F)cc2)c(O)ccn1Cc1cccc(Cl)c1,98,99,103,35,8,.,106,100,2,0.7,102
CC1CCCN(C(=O)Cn2cnc3c2c(=O)n(C)c(=O)n3C)C1 (stereo not given),106,108,107,21,3,.,110,107,1,0.7,99
COc1ccc(NC(=S)N(CCCN2CCCCC2)Cc2cccs2)cc1,104,100,109,11,-3,-6,104,106,11,-0.5,102
O=C(CSc1nnc(-c2ccncc2)n1-c1ccc(Cl)cc1)Nc1ccc(C(=O)O)cc1,?,?,?,10,0,.,?,?,0,0.1,?
COc1ccc(OCC(=O)Nc2ccc(S(=O)(=O)N3CCN(C)CC3)cc2)cc1,97,99,99,15,-1,2,97,95,-7,-0.3,97
Cc1ccc(C(=O)NC(=S)NCc2cccnc2)c(C)c1,96,95,96,7,3,.,97,95,20,0.5,95
COc1ccc(Br)cc1C(=O)Nc1ccc(Cc2ccncc2)cc1,98,95,98,11,1,.,99,97,-3,0.1,99
O=C(NCc1cccs1)c1csc2c1CCCCC2,96,95,96,12,6,-8,96,97,7,0.5,92
Oc1ccc(CCC2CCCCN2Cc2nc(C3CC3)no2)cc1 (stereo not given),97,100,98,9,2,20,98,96,-1,0.7,95
CC1CCC(NC(=O)COc2ccccc2C(N)=O)CC1 (stereo not given),99,97,99,4,1,-12,100,98,-4,-0.1,98
Cc1ccc(S(=O)(=O)Nc2nc3cc(C)c(C)cc3[nH]2)cc1,95,93,95,10,1,-8,93,94,2,0.2,95
CN(C)c1nc(SCCOC(=O)Nc2ccccc2)nc(N(C)C)n1,99,102,99,31,9,12,101,100,-8,1.0,96
Cn1c(=O)n(Cc2ccccc2Br)c2ccccc21,100,108,96,20,0,17,98,101,-6,0.1,95
CCOCCCn1c(SCC(=O)Nc2cc(C(C)(C)C)nn2-c2ccccc2)nc2ccccc2c1=O,100,92,104,8,8,9,106,99,24,18,100
Cc1nc(NCC2CCCO2)c2nnn(Cc3ccccc3)c2n1 (stereo not given),99,98,101,4,8,.,100,100,-3,1.7,100
CCCCNC(C(=O)Nc1ccc(Cl)c([N+](=O)[O-])c1)c1ccccc1 (stereo not given),100,98,100,7,2,-2,102,100,35,0.6,98
COc1ccc(C2NC(=S)N(c3ccccc3)C(C)=C2C(=O)Nc2ccccc2)cc1 (stereo not given),104,104,106,8,2,.,106,106,-1,1.0,101
Cc1ccnc(NS(=O)(=O)c2ccc(NC(=O)Cc3cccs3)cc2)n1,96,97,98,6,-1,.,94,97,49,0.0,94
Cc1cc(C)c(C#N)c(SCC(=O)Nc2ccccc2C)n1,96,102,95,5,2,-7,98,98,-13,0.7,95
C(#Cc1ccccc1)CN1CCN(c2ccccn2)CC1,93,93,93,-1,5,.,95,94,20,0.7,95
O=C(N/N=C/c1ccc[nH]1)c1cc(-c2ccc(Cl)cc2)nc2ccccc12,97,96,99,11,22,-10,97,97,9,1.4,97
Cc1cc(NC(=O)CCCC(=O)O)nc(C)n1,99,100,100,10,1,.,102,99,15,0.0,95
CN(Cc1ccccc1)C(=O)c1ccco1,100,102,95,9,1,.,97,98,1,-0.4,94
O=C(c1ccccc1)N1CCN(C(=O)c2ccccc2)CC1,101,100,102,21,0,.,105,104,29,0.0,99
CCCC(=O)NCCc1nc2ccccc2n1CCC,101,100,103,6,2,.,106,101,5,0.7,99
Cc1ccc(S(=O)(=O)N2CCC(C(=O)Nc3nnc(-c4ccc(F)cc4)s3)CC2)cc1,97,101,101,16,7,3,103,100,-4,0.3,98
COC(=O)C1=C(C)NC(=O)/C1=C\c1cc(C)n(-c2ccc(F)cc2)c1C,95,92,96,8,10,.,98,96,10,2.3,98
CC(C)NC(=O)NC(=O)COc1cccc2c1OC(C)(C)C2,99,99,103,25,6,.,103,98,4,0.7,99

# Results in Rab7 wt GTP bind and ABCG2 inh, for 3 of the compounds above:
mol	Rab7 wt GTP bind	ABCG2 inh
Cc1onc(-c2c(Cl)cccc2Cl)c1C(=O)N1CCc2ccccc21	106	4
COc1ccc(-c2oc(/N=C/N3CCCC3)c(C#N)c2-c2ccc(OC)cc2)cc1	96	9
Cc1ccc(S(=O)(=O)N(CC(=O)Nc2ccc(Cl)c([N+](=O)[O-])c2)C2CCCCC2)cc1	94	9

# (list continues)
SMILES,Rab2A wt mod,Rab7 wt GTP bind,Cdc42 wt GTP,Avidin bead fluor,ABCG2 inh,Pf gametocyte,Rac1 wt GTP bind,HRas wt GTP bind,Mcl1-Noxa inh,ABCB1 block,Rac1 act GTP bind
S=c1nc(C2CC2)[nH]c2ccccc12,102,103,103,15,-1,-11,102,102,33,-0.5,99
COc1cc(OC)cc(C(=O)N[C@H](C(=O)Nc2ccc3c(c2)OCO3)C(C)C)c1,95,99,93,19,5,.,95,93,-10,1.0,96
Cc1nn(-c2ccccc2)c(N2CCCCC2)c1/C=N/O,108,110,103,19,1,14,103,103,20,0.6,98
COCCN=C1NN=C(c2ccc(NC(C)=O)cc2)CS1,97,97,93,10,-3,17,98,95,42,-0.2,97
